Screening results deposited in PubChem BioAssay by several laboratories.
PPC-1+TRAIL kill = kills PPC-1 cancer cells in the presence of TRAIL. PPC-1 cells + TRAIL, ATPLite viability luminescence. cell killing (% activity), % at 4 µM. AID 1443. hit rate 0.41% among 220,000;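 active means cell killing above 50% in the first pass at 4 µM, then a duplicate retest at 5 µM averaging 50% or more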;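 further: plate controls were cells with TRAIL plus DMSO for no effect and medium-only wells lacking cells for full effect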
EP2 antag = EP2 receptor (human) inhibition. hit rate 0.52% among 260,000. P43116. C6 glioma cells expressing human EP2, cAMP TR-FRET; cells stimulated with saturating PGE2. inhibition, % at 25 µM;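 active means percent inhibition above 40 after rounding to a whole number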;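 further: rat C6 glioma host cells with rolipram phosphodiesterase inhibitor present; the protocol text gives 20 µM as final concentration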
Target sequence (P43116 whole entry, looked up): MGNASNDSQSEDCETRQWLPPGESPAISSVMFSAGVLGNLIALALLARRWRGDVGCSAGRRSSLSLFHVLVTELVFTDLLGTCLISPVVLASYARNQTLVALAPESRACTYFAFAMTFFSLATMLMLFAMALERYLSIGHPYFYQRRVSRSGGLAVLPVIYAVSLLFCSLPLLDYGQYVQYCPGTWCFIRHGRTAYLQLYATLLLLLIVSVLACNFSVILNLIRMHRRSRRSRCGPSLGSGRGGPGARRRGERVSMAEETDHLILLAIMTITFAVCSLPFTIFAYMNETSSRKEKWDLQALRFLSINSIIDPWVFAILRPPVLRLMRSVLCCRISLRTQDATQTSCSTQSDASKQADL
TRPN1 ag = zebrafish TRPN1 (NompC) channel agonism; HEK293 zebrafish TRPN1-YFP, Fluo-8 calcium fluorescence; 100% = response to 87 µM carbachol; hit rate 0.18% among 220,000; activation, % at 3 µM;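 active means activation above its plate's cutoff, the mean activation of test wells on that plate plus 3 SD, cut at about 19% in these data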;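 further: 0% = DMSO alone and 100% = 87 µM carbachol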
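Material: zebrafish TRPN1-YFP in HEK293 cells; Doses: single test compound dose, 3 µM nominal, 0.3% DMSO; Timing: dye loading 1 h at 37 °C, then 30 min room temperature; Technique: intracellular calcium fluorescence with Fluo-8; Benchmarks: high carbachol 87 µM, low DMSO alone.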
CHOP inhibitor = blocks CHOP induction under ER stress; CHO-K1 CHOP-promoter luciferase, tunicamycin-induced, 15-18 h; inhibition, % at 10 µM; hit rate 3.8% among 220,000; AID 2732;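 active means compounds that reduced the stress-induced luciferase reporter signal by more than about 70% of percent inhibition, limit read from the data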;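 further: 0% = tunicamycin plus vehicle and 100% = wells without tunicamycin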
NPY Y1 blocker = antagonists of human neuropeptide Y receptor Y1; P25929; hit rate 1% among 200,000; inhibition, % at 3.6 µM; HEK293-CNG Y1 cells, membrane potential fluorescence; NPY at EC95, then isoproterenol;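 active means inhibition above the campaign mean inhibition of all tested compounds plus 3 SD, cut at about 20% in these data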;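 further: 0% = DMSO wells given NPY plus isoproterenol and 100% = isoproterenol alone without NPY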
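Benchmarks – high control isoproterenol alone, low control NPY with isoproterenol · Material – HEK293 Y1/CNG channel cell line · Times – dye 3 h, compound 60 min room temperature, stimulation 45 min · Probe or stimulus – NPY (25 nM), isoproterenol (1 µM), Ro 20-1724 (25 µM) · Evaluation – % inhibition of NPY effect · Signal – fluorescence, membrane potential probe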
EP2 modulator = modulates human prostaglandin E2 receptor EP2 signaling; P43116; induction, % at 25 µM; hit rate 0.83% among 260,000; AID 940; EP2-expressing cells, cAMP HTRF FRET, PGE2 co-stimulation;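 active means compounds whose cAMP rise, as percent of the full-agonist control response, exceeds 60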;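 further: rat C6 glioma line stably carrying human EP2 under a CMV promoter; the protocol text gives 20 µM as final concentration; 100% = response of wells given 1 µM PGE2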
TRPML3 ag = activates the human TRPML3 channel | Q8TDD5 | HEK293 TRPML3-YFP, Fluo-8 calcium fluorescence; 100% = the carbachol control signal | activation, % at 3 µM | hit rate 0.29% among 220,000;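 active means activation above its plate's cutoff, the mean activation of the plate's test wells plus 3 SD, cut at about 12% in these data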;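 further: 0% = DMSO only wells and 100% = carbachol wells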
Target sequence (Q8TDD5 whole entry, looked up): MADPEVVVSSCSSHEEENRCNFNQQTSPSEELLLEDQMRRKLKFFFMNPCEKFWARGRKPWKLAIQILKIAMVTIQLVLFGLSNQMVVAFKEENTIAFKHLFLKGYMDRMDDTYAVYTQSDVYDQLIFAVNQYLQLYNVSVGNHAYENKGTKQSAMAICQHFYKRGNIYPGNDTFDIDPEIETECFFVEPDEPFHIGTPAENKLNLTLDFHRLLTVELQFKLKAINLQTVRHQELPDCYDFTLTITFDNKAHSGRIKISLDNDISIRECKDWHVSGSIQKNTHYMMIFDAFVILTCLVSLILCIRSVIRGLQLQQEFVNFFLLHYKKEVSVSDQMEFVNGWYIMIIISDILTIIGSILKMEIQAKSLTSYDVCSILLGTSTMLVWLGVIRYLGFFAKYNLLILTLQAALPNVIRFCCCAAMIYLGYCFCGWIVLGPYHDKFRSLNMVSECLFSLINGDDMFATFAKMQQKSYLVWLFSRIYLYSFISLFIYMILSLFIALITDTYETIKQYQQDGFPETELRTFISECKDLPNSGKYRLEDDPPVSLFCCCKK
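Test system: HEK293 cells stably carrying human TRPML3-YFP; Doses: single dose, 3 µM final nominal compound, 0.3% DMSO final; Schedule: dye loading 1 h 37 °C then 30 min ambient, 125 s read; Technique: Fluo-8 calcium fluorescence; Benchmarks: high control carbachol 87 µM, low control DMSO.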
NPY-Y1 PAM-ag = human NPY-Y1 potentiation or agonism, primary screen; hit rate 0.37% among 220,000; AID 1304; P25929; NPY-Y1 expressing cells, potentiator/agonist activation; activation, % at 3.6 µM; in the data active means activation above about 33%, passing the limit was not always enough;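 further: cells stimulated with NPY at EC10 then isoproterenol at EC100; 0% = low agonist plus stimulus and 100% = saturating agonist plus stimulus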
14-3-3 Bad inh = disrupts binding of bovine 14-3-3 zeta to phospho-Bad peptide | hit rate 0.71% among 220,000 | inhibition, % at 21.7 µM | P63103 | TR-FRET 14-3-3zeta/Dy647-pBad peptide displacement, 1 h;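 active means inhibition above about 70%, limit read from the data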;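 further: 0% = full 14-3-3 plus peptide FRET controls and 100% = background without 14-3-3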
Active calls of the source: *; nt = no result given; & = joins results of further samples; [ ] = dose if it differs, or a comment. Only part of the results is shown; the hit share may differ from the screen's.

SMILES | PPC-1+TRAIL kill | EP2 antag | TRPN1 ag | CHOP inhibitor | NPY Y1 blocker | EP2 modulator | TRPML3 ag | NPY-Y1 PAM-ag | 14-3-3 Bad inh
CS(=O)(=O)Nc1ccc(C(=O)Nc2cccc([N+](=O)[O-])c2)cc1 | -5 | 8 | 1.1 | 10 | 4 | -28 | 0.4 | -5 | 8
Cc1ccc(NC2(C#N)C(=O)Nc3ccccc32)cc1 (configuration not stated) | 16 | 12 | 1.4 | 28 | 0 | -8 | 1.2 | 19 | -5[fluorescence artefact?]
Cc1ccc(S(=O)(=O)NCc2ccco2)cc1C(N)=O | 5 | 9&6 | 0.6 | 14 | 0 | -24&-17 | -0.1 | 4 | 6
O=C(Cn1c(/C=C/c2ccccc2)nc2ccccc21)Nc1ccc(F)cc1 | 21 | 12 | 3.1 | 31 | 0 | 17 | 0.0 | -18 | 5
CC(=O)Nc1cccc(OCC(=O)NS(=O)(=O)c2ccc(Cl)cc2)c1 | 3 | 8 | -0.1 | -3 | 0 | 24 | 0.8 | -18 | 15[fluorescence artefact?]
CN(CCO)c1cc(N(C)CCO)c([N+](=O)[O-])cc1[N+](=O)[O-] | 11 | 6 | 1.5 | 4 | -4 | 31 | 1.6 | 5 | 2
NC(=O)[C@H]1CC2(CC(c3cccc(NC(=O)CC(c4ccccc4)c4ccccc4)c3)=NO2)CN1C(=O)c1ccccc1C(=O)c1ccccc1 (some centres not stated) | 37 | 11 | nt | 23 | nt | 7 | nt | nt | 0
COc1ccc(NC(=S)Nc2cccnc2)c(OC)c1 | 10 | 13 | 1.5 | -15 | 0 | -34 | 0.7 | 8 | -7
Cc1cc(=O)n2[nH]c(-c3ccc(Cl)cc3)cc2n1 | 19 | 5 | -0.2 | -23 | -11 | 7 | -0.3 | 31 | -3
Cc1cc(C(=O)N/N=C(\CCC(=O)O)c2cccs2)c2ccccc2n1 | 12 | 2 | -0.7 | -1 | 35* | -1 | 0.3 | 1 | 1
COc1cc(Cl)c(C)cc1NC(=O)COC(=O)c1cc(SC)ccc1Cl | 22 | 7 | 0.5 | 7 | -1 | 0 | 0.3 | -22 | -4
CCCn1c(-c2ccccc2)cc(SC)c(C#N)c1=O | -2 | 12 | -0.7 | 21 | -3 | 19 | -0.6 | -4 | -4
Cn1ncc(Cl)c1C(=O)NCc1ccc(Cl)cc1 | -1 | 5 | 0.8 | 18 | 0 | -11 | 0.9 | 2 | 5
Cc1c(CCOC(=O)c2cc([N+](=O)[O-])cc([N+](=O)[O-])c2)sc[n+]1CC(=O)c1ccccc1 | 1 | 8 | -0.8 | 16 | -3 | -11 | 0.7 | -8 | -6
COC1CCN(Cc2cn(Cc3ccccc3)nc2-c2cc3ccccc3o2)CC1 | 9 | 7 | 1.9 | 12 | 19 | -26 | 1.6 | -20 | 1
CC(NC(=O)c1cccnc1)C(c1cccs1)N1CCOCC1 (configuration not stated) | 3 | 2 | -0.1 | 15 | 3 | 27 | 1.0 | -2 | -2
Cc1cc(C)c2[nH]c(=O)c(C(c3nnnn3C(C)(C)C)N(Cc3ccco3)CC3CCCO3)cc2c1 (configuration not stated) | 26 | 7 | -1.2 | 50 | 1 | 1 | 0.3 | -11 | -9[fluorescence artefact?]
Cc1nonc1OCCNc1ccc([N+](=O)[O-])cc1 | 13 | 17 | 0.5 | 8 | 0 | 13 | 0.1 | 3 | -3[fluorescence artefact?]
COC(=O)/C(=C/c1cn(C)c2ccccc12)[N+](=O)[O-] | -1 | nt | 1.3 | -21 | -6 | -18 | 0.3 | 20 | 12
CCOC(=O)Cc1c(C)c2ccc(N(CC)CC)cc2oc1=O | 16 | nt | -1.5 | -2 | 6 | -6 | -1.6 | -8 | -1
Cc1ccccc1NC(=O)/C(=C\c1cccs1)NC(=O)c1ccccc1 | 31 | 10 | 1.1 | 2 | 3 | 8 | -0.8 | -36 | 2[fluorescence artefact?]
CSCC(CO)NS(=O)(=O)c1ccc(C)cc1 (configuration not stated) | 8 | 4 | -0.2 | -16 | nt | -13 | 0.4 | -12 | -5
COc1cc(/C=N/OCC(=O)NC2CCS(=O)(=O)C2)ccc1OC(F)F (configuration not stated) | 21 | 5 | 0.7 | 8 | 0 | 19 | -0.6 | -11 | -13
Cc1ccc(CNC(=O)CS(=O)(=O)c2ccccc2)cc1 | 18 | 10 | -1.1 | -6 | -6 | 4 | -0.3 | 4 | -3
Cn1cc(CCC(=O)N2CCCC(CCC(=O)NCc3ccc(F)c(F)c3)C2)cn1 (configuration not stated) | 4 | 4 | -1.4 | -15 | -2 | 15 | 0.4 | -1 | 1
Cc1cc(C2(c3ccc(O)c(C)c3)C(=O)Nc3ccccc32)ccc1O | -6 | 6 | 0.1 | 105* | -2 | 61* | -1.4 | 6 | 14[fluorescence artefact?]
CN(C)C(=O)CSc1nnc(-c2ccc(F)cc2)c2ccccc12 | -8 | 9 | 0.0 | 6 | nt | 6 | 0.3 | 9 | 0
Cc1c(NC(=O)CSc2nnc(-c3cccc(Cl)c3)o2)c(=O)n(-c2ccccc2)n1C | 22 | 12 | 0.6 | 14 | 2 | 25 | 0.2 | 6 | -8
CCOC(=O)Nc1nc2ccccc2s1 | -7 | 0 | -0.1 | -22 | 4 | -15 | 0.5 | 12 | 7
O=C1CC(c2ccccc2)c2c(O)cc(O)cc2O1 (configuration not stated) | -3 | 10 | 1.8 | -1 | -3 | -20 | 0.5 | 1 | 14[fluorescence artefact?]
COc1ccc([N+](=O)[O-])cc1NS(=O)(=O)c1cc(C(=O)O)ccc1OC | -1 | 6 | 1.3 | 5 | nt | -2 | 1.4 | 3 | -1
Cc1cc(Cl)ccc1OCCn1cncn1 | -8 | 6 | -0.8 | 0 | 6 | 7 | 0.3 | 6 | 0
COCC(C)OC(=O)C(C#N)c1nc2ccccc2nc1N1CCN(Cc2ccccc2)CC1 (configuration not stated) | 22 | 13 | 1.6 | 45 | -2 | 29 | 0.0 | 13 | 11
Cn1c(CS(=O)Cc2c(Cl)cccc2Cl)nnc1SCc1ccc(Cl)cc1 (configuration not stated) | -1 | 10 | 4.6 | 30 | 1 | -52 | 1.3 | -7 | -5
COC(=O)c1ccccc1NC(=O)Cn1cnc2c(cnn2-c2ccc(C)c(C)c2)c1=O | nt | 23 | -0.4 | nt | 2 | nt | 0.4 | 7 | nt
Nc1nc(-c2ccccc2)c(N=Nc2cccc3ccccc23)s1 | 4 | 5 | -1.8 | 30 | -29 | 21 | -0.6 | 111* | -5
CCCN(CCC)S(=O)(=O)c1ccc(C(=O)Nc2cc3oc4ccccc4c3cc2OC)cc1 | 3 | 6 | 0.6 | 32 | 2 | 26 | 0.4 | -3 | -7[fluorescence artefact?]
COc1ccc(-c2nnc(CSc3nc4ccccc4c(=O)n3CC3CCCO3)o2)cc1OC (configuration not stated) | 3 | 3&16 | 0.7 | 17 | nt | -9&-44 | 0.2 | -13 | 13
O=C1NCC2=C1C(c1ccc(Br)cc1)Nc1ccccc1N2 (configuration not stated) | -6 | 8 | -0.3 | 7 | -9 | -9 | 0.5 | 7 | 2
COc1cccc(NC(=S)NCCN2CCOCC2)c1 | 3 | 4 | 1.2 | -5 | -6 | 10 | 1.3 | 11 | -12
COc1ccc(NC(=O)COC(=O)CCCOc2ccc(Cl)cc2Cl)cc1Cl | 6 | 5 | -0.2 | 14 | 3 | 7 | 1.2 | -12 | -22
CC1=NN(Cc2ccccc2)C(=O)C1C(c1ccc(Cl)cc1)C(C#N)C#N (configuration not stated) | 7 | 9 | 1.2 | 23 | -5 | -8 | 0.5 | 9 | -26[fluorescence artefact?]
O=C(Nc1ccccn1)c1ccc(=O)[nH]n1 | 2 | 13 | 0.0 | -6 | 1 | 8 | 0.3 | 1 | -5[fluorescence artefact?]
O=C(c1cccnc1)C1CCCN(Cc2nc(Cc3ccccc3F)no2)C1 (configuration not stated) | 10 | 4 | 1.5 | 4 | -1 | -47 | 0.5 | -2 | -10
NC(=O)N/N=C/c1cccc(C(F)(F)F)c1 | 15 | 7 | 0.6 | 9 | nt | -7 | 0.0 | -11 | -3

Ordered by value in CHOP inhibitor (rising): 3 from the list above
Structure	CHOP inhibitor	NPY Y1 blocker	EP2 modulator	TRPML3 ag	NPY-Y1 PAM-ag	14-3-3 Bad inh
CC(=O)Nc1cccc(OCC(=O)NS(=O)(=O)c2ccc(Cl)cc2)c1	-3	0	24	0.8	-18	15[fluorescence artefact?]
COC1CCN(Cc2cn(Cc3ccccc3)nc2-c2cc3ccccc3o2)CC1	12	19	-26	1.6	-20	1
CC1=NN(Cc2ccccc2)C(=O)C1C(c1ccc(Cl)cc1)C(C#N)C#N (configuration not stated)	23	-5	-8	0.5	9	-26[fluorescence artefact?]

(list continues)
SMILES | PPC-1+TRAIL kill | EP2 antag | TRPN1 ag | CHOP inhibitor | NPY Y1 blocker | EP2 modulator | TRPML3 ag | NPY-Y1 PAM-ag | 14-3-3 Bad inh
COc1ccc(-c2nnc3ccc(SCC(=O)NCc4ccco4)nn23)cc1 | -2 | 4 | 1.7 | 2 | 4 | -2 | -0.3 | 0 | -5[fluorescence artefact?]
O=C(c1c(F)cccc1F)N1CCN(c2cccc(C(F)(F)F)c2)CC1 | 25 | 13 | -1.2 | 64 | 0 | -34 | 1.9 | -4 | -13
CCCOc1c(Br)cc(C2C3=C(CCCC3=O)N(CC)C3=C2C(=O)CCC3)cc1OC | 32 | 8 | 1.1 | 10 | 3 | -12 | -0.1 | 2 | 13
COc1ccc(CC2(CO)CCN(Cc3ccc4c(c3)CCO4)CC2)cc1 | 21 | 0 | 0.3 | 22 | 14 | -6 | 0.9 | 1 | 2

Profiles as entered above. Order of screens: PPC-1+TRAIL kill | EP2 antag | TRPN1 ag | CHOP inhibitor | NPY Y1 blocker | EP2 modulator | TRPML3 ag | NPY-Y1 PAM-ag | 14-3-3 Bad inh
COc1ccc(NC(=S)Nc2cccnc2)c(OC)c1 is listed as 10 | 13 | 1.5 | -15 | 0 | -34 | 0.7 | 8 | -7
CN(C)C(=O)CSc1nnc(-c2ccc(F)cc2)c2ccccc12 is listed as -8 | 9 | 0.0 | 6 | nt | 6 | 0.3 | 9 | 0
Cc1ccccc1NC(=O)/C(=C\c1cccs1)NC(=O)c1ccccc1 is listed as 31 | 10 | 1.1 | 2 | 3 | 8 | -0.8 | -36 | 2[fluorescence artefact?]
O=C1CC(c2ccccc2)c2c(O)cc(O)cc2O1 (configuration not stated) is listed as -3 | 10 | 1.8 | -1 | -3 | -20 | 0.5 | 1 | 14[fluorescence artefact?]
Cc1ccc(CNC(=O)CS(=O)(=O)c2ccccc2)cc1 is listed as 18 | 10 | -1.1 | -6 | -6 | 4 | -0.3 | 4 | -3
